Screening data as filed in PubChem.
Tb PGK inh = blocks T. brucei phosphoglycerate kinase. P07378. PGK/GAPDH coupled, Kinase-Glo luminescence, 60 min. Potency, µM (doses to about 57.5 µM), inactives show at the top dose activity change, negative = inhibition, actives largely listed as inhibitors. 380,000 tested, 0.043% active. AID 602233; note: potency is the fitted concentration of half-maximal effect; % is set by controls: 0 for no effect and ±100 for the full control effect; nearly all actives have a fitted effect of over 60% in size
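Luminescent ATP detection (Kinase-Glo Plus) follows a 60-minute room-temperature incubation, with wells lacking PGK as controls. Buffer: 100 mM TEA (pH 7.6), 5 mM MgCl2, 0.01% Tween-20. Coupling enzyme GAPDH (100 nM final) supplies unstable 1,3-BPG in-well.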
Pin1 inh = inhibitors of human Pin1; Q13526; Pin1 FP peptide displacement, HiFluor488, 10 min; 390,000 tested, 0.009% active; Potency, µM (top dose mostly 115 µM), without a hit: at the highest dose activity, negative = inhibition, hits mostly inhibitors; AID 504891; active = well fitted inhibition curve with a large enough effect in the polarisation, with a control signal flat, not every such curve was filed as active; inconclusive = small, poorly fitted or top-dose-only effect, or effect the other way, or a change in a side signal; inactive = no such curve, though single readings can be large or run the other way; the % refers to the polarisation; note: potency is the fitted concentration of half-maximal effect; % is set by controls: 0 for no effect and ±100 for the full control effect
JMJD2A Tudor = inhibitors of human JMJD2A Tudor domain; 390,000 tested, 4.4% active; AlphaScreen JMJD2A-Tudor / H3K4me3 peptide binding; Potency, µM (top dose mostly 114 µM), for the others: top-dose activity change, negative = inhibition, usual class: inhibitors; O75164; AID 504339; note: potency is the fitted concentration of half-maximal effect; % is set by controls: 0 for no effect and ±100 for the full control effect; nearly all actives have a fitted effect of over 50% in size
PI4K2A block = inhibitors of human PI4K2A | purified PI4K2A, ADP-Glo luminescence, 1 h; stronger effect = lower value | Q9BTU6 | 420,000 tested, 0.13% active | activity change, negative = inhibition, % at 76.9 µM; in the data active = activity change below about -50%; inconclusive = mostly about -30% to -49%;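 note: -100% = wells without enzyme as full effect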
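ADP-Glo luminescence measured ADP generated by PI4K2A enzyme (4 ug/mL before mixing) with 1.2 mM PI substrate (pre-mix) and 300 microM ATP (pre-mix). Tris pH7.5 buffer with MgCl2, Triton X-100; 1 h reaction at ambient temperature.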
Pol eta inh = inhibitors of human DNA polymerase eta; Q9Y253; Potency, µM (doses to about 114 µM), inactives show at the highest dose activity change, negative = inhibition, usual class: inhibitors; 390,000 tested, 1.2% active; recombinant Pol eta, fluorescent DNA replication assay; note: potency is the fitted concentration of half-maximal effect; % is set by controls: 0 for no effect and ±100 for the full control effect
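Pol eta (10 nM) was preincubated with compounds for 15 min at room temperature, after which fluorescent replication substrate (50 nM final) was added to start the reaction. Fluorescence was read kinetically at 0 and 10 min.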
GLS inh = glutaminase GLS (human) inhibition; O94925; GLS enzymatic activity, qHTS titration; Potency, µM (top dose mostly 45.5 µM), inactives show at the highest dose activity change, negative = inhibition, most hits filed as inhibitors; 410,000 tested, 0.21% active; note: potency is the fitted concentration of half-maximal effect; % is set by controls: 0 for no effect and ±100 for the full control effect
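Two-point fluorescence kinetic (t0, 30 min RT) for hKGA; glutamate detected via glutamate oxidase–HRP–Amplex Red. Substrate: 1 mM L-glutamine solution; buffer 45 mM KH2PO4, pH 8.2.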
G9a inh = blocks human histone lysine methyltransferase G9a; Q96KQ7; G9a H3K9 monomethylation, AlphaScreen, 2 h; Potency, µM (highest dose often 102 µM), for the others: at the top dose activity, negative = inhibition, hits mostly inhibitors; 350,000 tested, 8.8% active; note: potency is the fitted concentration of half-maximal effect; % is set by controls: 0 for no effect and ±100 for the full control effect; nearly all actives have a fitted effect of over 75% in size
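Enzyme 20 nM + cpd, 15 min RT; add b-H3K9 pep 500 nM / SAM 20 uM; 2 h RT; anti-H3K9me1 Ab 0.5 ug/mL + SA donor / anti-rabbit acceptor beads 20 ug/mL each, 10 min; AlphaScreen read.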
BAZ2B inh = blocks human BAZ2B; Potency, µM (titrated, usually from 114 µM), for inactives: at the top dose activity change, negative = inhibition, actives largely listed as inhibitors; Q9UIF8; AlphaScreen BAZ2B-H3K14Ac peptide displacement; 360,000 tested, 4.4% active; note: potency is the fitted concentration of half-maximal effect; % is set by controls: 0 for no effect and ±100 for the full control effect; nearly all actives have a fitted effect of over 60% in size
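Complex of BAZ2B and biotin-H3K14Ac (50 nM apiece) forms over 30 min at RT, then faces library compounds up to 110 uM for another 30 min; AlphaScreen beads added, 20 min dark incubation, luminescence read.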
HP1b chromo inh = inhibitors of HP1-beta chromodomain binding to methylated histone tails; AlphaScreen HP1-beta / biotin-H3K9me3 peptide binding; Potency, µM (top dose mostly 114 µM), inactives show top-dose activity change, negative = inhibition, most hits filed as inhibitors; 390,000 tested, 0.56% active; note: potency is the fitted concentration of half-maximal effect; nearly all actives have a fitted effect of over 70% in size; inactives centre near 23
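AlphaScreen: HP1-beta (50 nM) preformed 30 min with biotin-H3(1-18)K9me3 peptide (50 nM) in PBS pH 7.4, 0.01% Tween-20. Compound added for 30 min at RT, then streptavidin donor/nickel chelate acceptor beads (10 ug/mL) for 30 min.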
* = called active by the depositor; i = inactive; ? = inconclusive; . = no result given; & = joins results of further samples; [ ] = dose if it differs, or a comment. Unless noted, calls come from the whole dose curve; as a rule, active = well fitted curve in the direction sought with a large enough effect; inconclusive = small, poorly fitted or top-dose-only effect, or another doubt; inactive = no such curve, though single readings can be large; an effect the other way counts as inactive or inconclusive. An excerpt; count on the stated rates, not on these rows.

The line under a structure holds: GLS inh	Pol eta inh	BAZ2B inh	Pin1 inh	PI4K2A block	G9a inh	Tb PGK inh	HP1b chromo inh	JMJD2A Tudor
CC(C)c1ccccc1OCC(=O)NC1CCCc2ccccc21 (centres undefined)
  6%	-12%	39%[activator]	2%	3	84%[activator][59 µM]	3%	95%[activator]	81%[activator]
C[C@H]1CN([C@@H](C)CO)C(=O)CCCn2nncc2CO[C@H]1CN(C)C(=O)Nc1ccccc1
  1%	-8%	.	.	-2	.	5%	.	.
Cn1nc(C(C)(C)C)c([N+](=O)[O-])c1C(=O)N1CCCCCC1
  -1%	-12%	-23%	5%	-1	27%	-3%	19%	-13%
CCc1cc[n+](CC(=O)Nc2ccc(Cl)cc2Cl)cc1
  2%	-6%	2%	-6%	6	12%	-1%	15%	-6%
Cc1ccc(-c2noc(-c3cc(-c4ccc(F)cc4)n[nH]3)n2)cc1
  10%	5%	-2%	1%	-3	9%[59 µM]	13%	20%	-10%
CC(C)C(=O)Nc1ccccc1C(=O)OCc1cc(=O)n2nc(C3CC3)sc2n1
  1%	-17%	-14%	4%	-1	?	-10%	38%[activator]	4%
N#Cc1c(-c2ccccc2)ccn(Cc2cccc(Cl)c2)c1=O
  -12%	-12%	-2%	-2%	6	47%	-1%	39%	2%
CCOC(=O)N1CCN(C(=O)c2cn(CC)c3ccc(S(=O)(=O)N(C)C4CCCCC4)cc3c2=O)CC1
  -10%	-1%	4%	0%	-10	44%[activator]	-2%	3%[57 µM]	-5%
COc1ccc(NC(=O)COc2nsnc2N2CCOCC2)c(OC)c1
  8%	-11%	-31%	2%	0	.	-6%	33%	-20%
COC(=O)c1c(-c2cccs2)csc1NC(=O)COc1ccc(C)cc1
  -12%	0%	-13%	26%	1	?	2%	-7%	-2%
O=C(NCC1COc2ccccc2O1)c1ccc(Cl)c(S(=O)(=O)N2CCCC2)c1 (centres undefined)
  -2%	-18%	-5%	5%	-4	21%[12.7 µM]	i	46%[activator]	-6%
CCOc1cccc(CN2CCN(CCCc3ccccc3)C(CCO)C2)c1O (centres undefined)
  1%	-13%	-32%	-7%	-8	.	-9%	31%	-22%
CC(C)c1ccc(N(C(=O)c2cc3ccccc3oc2=O)C2C=CS(=O)(=O)C2)cc1 (centres undefined)
  -4%	-18%	3%	1%	0	15%	-8%	15%	2%
COC(=O)C1=C(O)/C(=C\c2cc(C)n(-c3ccccc3F)c2C)N=C1C
  -1%	-9%	56µM*	?	-5	?	1%	12%	-12%
O=C(COc1ncnc2ccccc12)NC1CCCC1
  1%	-4%	.	0%	2	.	8%	38%[activator]	-5%
Cc1cc(=O)n2nc(N3CCCC(C(=O)N4CCc5ccccc54)C3)sc2n1 (centres undefined)
  20%	-5%	10%	1%	-2	-3%[12.7 µM]	7%	39%	6%
N/C(=N\OC(=O)c1cccc2ccccc12)c1ccccn1
  0%	-18%	-18%	5%	0	-24%	0%	30%	0%
C=CCn1c(SCC(=O)Nc2ccccc2C)nnc1-c1ccncc1
  8%	2%	7%	1%	1	3%[59 µM]	10%	17%	0%
O=C(O)CCC(=O)Nc1ccc(C(=O)OC2CCCCC2)cc1
  -1%	-4%	0%	-3%	-3	19%	-8%	20%	-4%
CN(C)CCCN1C(=O)c2oc3ccccc3c(=O)c2C1c1cccs1 (centres undefined)
  -3%	-18%	6%	7%	-1	14%[59 µM]	-2%	27%	-7%

As a short view, some entries already given.
The line under a structure holds: GLS inh	Pol eta inh	BAZ2B inh	Pin1 inh	PI4K2A block	G9a inh	Tb PGK inh	HP1b chromo inh	JMJD2A Tudor
O=C(O)CCC(=O)Nc1ccc(C(=O)OC2CCCCC2)cc1
  -1%	-4%	0%	-3%	-3	19%	-8%	20%	-4%
CN(C)CCCN1C(=O)c2oc3ccccc3c(=O)c2C1c1cccs1 (centres undefined)
  -3%	-18%	6%	7%	-1	14%[59 µM]	-2%	27%	-7%

The listing continues.
The line under a structure holds: GLS inh	Pol eta inh	BAZ2B inh	Pin1 inh	PI4K2A block	G9a inh	Tb PGK inh	HP1b chromo inh	JMJD2A Tudor
CCC(CC)C(=O)Nc1c2c(nn1-c1ccc(OC)cc1)CS(=O)(=O)C2
  -3%	-6%	4%	5%	6	1%	-3%	36%[activator]	-10%
Cc1cc(C)[n+](-c2ccc(Oc3ccccc3)c(S(=O)(=O)[O-])c2)[nH]1
  .	-20%	-17%	-6%	-1	?	-9%	9%	50µM*
O=C(CCc1ccccc1)Nc1nnc(-c2ccc3c(c2)CCCC3)o1
  -3%	2%	7%	2%	4	-11%	-6%	48%[activator]	-16%
CC(=O)N(CCOc1ccccc1)CCOc1ccccc1
  -7%	-20%	.	1%	5	.	-6%	38%	-9%
NC(=O)CC(NC(=O)Cc1cccc2ccccc12)c1ccc(NCc2ccccc2)c([N+](=O)[O-])c1 (centres undefined)
  -10%	1%	-18%	?	-7	-33%[12.7 µM]	0%	6%	-35%
CC(NCc1ccccc1Cl)C(=O)Nc1ccc(C#N)cc1 (centres undefined)
  12%	-17%	.	-4%	4	1%	1%	4%	-7%
CCCCN(CCCC)c1ccc(C(=O)c2ccccc2C(=O)O)c(O)c1
  15%	-2%	?	-19%	-3	.	.	18%	-15%
CCC1CCc2sc(C(=O)N(C)CC(=O)Nc3ccc(N4CCOCC4)cc3)cc2C1 (centres undefined)
  0%	-12%	-4%	-2%	-1	45µM*	-4%	4%	-31%
COc1ccc(CC(=O)NCc2n[nH]c(=S)n2-c2cccc(Cl)c2)cc1
  1%	0%	-20%	3%	0	3.2µM*	-4%	44%[activator]	50µM*
CC(C)(C)OC(=O)N[C@@H](Cc1ccccc1)c1nnc(SCC(N)=O)o1
  -2%	0%	-10%	2%	-1	?	i	39%[activator]	-22%
O=C(Nc1cccnc1Cl)c1cc2ccccc2o1
  -7%	-4%	8%	-9%	-5	35%[activator]	i	81%[activator]	5%
c1ccc(CSC2=NCCCN2)cc1
  -2%	-11%	5%	-9%	5	10%[59 µM]	1%	32%	-4%
O=C(O)c1cc2c(ccc3ccccc32)o1
  8%	-11%	-2%	?	-3	?	.	34%[activator]	-15%
COc1ccc(NC(=O)CSc2nc3ccsc3c(=O)n2Cc2ccccn2)c(OC)c1
  -4%	-25%	?	-2%	5	-36%	-2%	28%	-22%
COc1ccccc1N1CCN(C(=O)c2cc(-c3cccs3)on2)CC1
  2%	-23%	5%	3%	-8	2%[59 µM]	i	24%	-17%
CCN(CC(=O)N1CCOCC1)S(=O)(=O)c1ccc(C)cc1
  7%	-12%	0%	-4%	8	4%[59 µM]	-9%	11%	-2%
Cc1nn(CC(=O)NCCc2ccccc2)c(C)c1[N+](=O)[O-]
  7%	-8%	-3%	0%	-3	34%[59 µM]	-4%	-4%	-5%
CCc1nnc(NS(=O)(=O)c2ccc(NCc3ccccc3O)cc2)s1
  -10%	-19%	1%	-4%	0	?	i	-3%	-20%
COc1ccc(CCN2C(=O)c3[nH]nc(-c4ccccc4O)c3C2c2ccc(OC)c(OC)c2)cc1 (centres undefined)
  2%	-6%	-23%	2%	7	9%[59 µM]	-4%	33%	-18%
O=S(=O)(Nc1ccncc1Cl)c1cc(Cl)ccc1Cl
  21%	-14%	-5%	-1%	-5	.	i	13%	-13%
Cc1csc(NC(=O)[C@@H](NC(=O)c2ccccc2)C(C)C)n1
  6%	-3%	6%	0%	-2	16%[59 µM]	1%	6%	-20%
CCCc1cc(=O)oc2c(C)c(OCC(=O)Nc3ccccn3)ccc12
  -9%	-4%	1%	0%	-10	-3%[0.0925 µM]	-7%	43%[activator]	-19%
COc1ccc(NC(=O)COc2ccc(N(C)S(=O)(=O)c3ccc(C)cc3)cc2)cc1
  5%	-5%	-4%	2%	0	-1%[59 µM]	-3%	10%	-31%
CC1(C)C(=O)NC(=O)N1Cc1ccccc1
  -10%	-1%	-1%	7%	7	-4%[2.33 µM]	-1%	43%[activator]	0%
CCn1c(-c2nonc2NC(=O)c2ccccc2)nc2ccccc21
  1%	-16%	11%	0%	-1	-9%	-20%	60%[activator]	4%
COc1ccc(NC(=O)CNC(=O)Cn2c(C)cc3ccccc3c2=O)c(OC)c1
  -3%&1%	-16%&-16%	-1%	5%&14%	-3&2	-21%[59 µM]	-6%&-14%	4%&43%	-17%&4%
CCCC(=O)NC(c1ccc2c(c1)OCO2)c1cc(Cl)c2cccnc2c1O (centres undefined)
  -4%	?	5%	-3%	-2	29%[59 µM]	i	36%	-13%
CCn1c(NN)nc2sc3c(c2c1=O)CCC3
  17%	?	3%	32%[activator]	-5	45µM*	-9%	-22%	?
CCC[N+]1(CC#CC2(O)CCCCC2)CCOCC1
  -1%	-19%	-11%	1%	0	?	-5%	-33%	?
CC(C)CC(NC(=O)C(NC(=O)C(Cc1ccc(OCc2ccccc2)cc1)NC(=O)OC(C)(C)C)C(C)C)C(N)=O (centres undefined)
  -2%	-3%	-2%	2%	-3	9%[59 µM]	-4%	27%	0%
O=C(N/N=C/c1cc(Cl)cc([N+](=O)[O-])c1O)C1CC1
  1%	3%	-31%	1%	-3	?	-14%	3%	-30%
COc1ccc(Nc2nnc(SC(C(=O)Nc3cc(C)ccc3C)c3ccccc3)s2)cc1 (centres undefined)
  0%	1%	-19%	11%	-1	50µM*	-8%	2%	-17%
CCN(c1ccccc1)S(=O)(=O)c1ccc(OC)c(NC(=O)C2=NN(c3ccccc3)C(=O)CC2)c1
  -3%	-12%	-3%	23%	6	-36%	-6%	25%	-25%
O=C(CN1C(=O)c2ccccc2Sc2ccc(C(=O)N3CCOCC3)cc21)Nc1ccc(Cl)cc1F
  5%	6%	11%	-2%	-5	4%[59 µM]	i	33%	1%
O=C(CCn1ccc2cc(S(=O)(=O)N3CCCC3)ccc21)NCc1ccccc1Br
  5%	-6%	-2%	0%	2	5%[59 µM]	1%	35%	5%
